# Compound activity: PubChem, NCI
# bub3: NCI yeast anticancer drug screen, S. cerevisiae bub3 mutant strain; 9.9% of 78,000 active; AID 167; growth inhibition, % at 50 µM;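 also: 0% = growth of vehicle-only cultures of the same strain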
#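 Growth of a checkpoint-deficient yeast mutant is measured after compound exposure. Values represent inhibition relative to vehicle.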
# yeast rad50: NCI yeast anticancer drug screen, S. cerevisiae rad50 strain; % growth inhibition at 50 µM; 10% of 79,000 active; AID 155;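 also: 0% = growth of vehicle-only cultures of the same strain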
#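 Compounds were tested on a yeast strain with an engineered DNA damage repair alteration; the reported value is growth inhibition normalised to vehicle treatment.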
# mlh1 rad18: NCI yeast anticancer drug screen, S. cerevisiae mlh1 rad18 strain; AID 175; growth inhibition, % at 50 µM; 11% of 79,000 active;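 also: 0% = growth of vehicle-only cultures of the same strain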
#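 Compound-treated yeast growth, normalised to vehicle controls. Strain bears defined DNA repair mutations.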
# cln2 rad14: NCI yeast anticancer drug screen, S. cerevisiae cln2 rad14 strain | % growth inhibition at 50 µM | 8.3% of 78,000 active | AID 165;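 also: 0% = growth of vehicle-only cultures of the same strain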
#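 Growth of compound-exposed yeast (cln2 rad14 genotype) measured and expressed as inhibition relative to vehicle.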
# mec2-1: NCI yeast anticancer drug screen, S. cerevisiae mec2-1 strain; 9% of 79,000 active; % growth inhibition at 50 µM;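 also: 0% = growth of vehicle-only cultures of the same strain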
#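 mec2-1 yeast strain, carrying an alteration in DNA damage repair or cell cycle control, was exposed to compounds; growth inhibition was measured relative to vehicle-treated controls.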
# yeast sgs1 mgt1: NCI yeast anticancer drug screen, S. cerevisiae sgs1 mgt1 strain; AID 161; 10% of 78,000 active; % growth inhibition at 50 µM;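 also: 0% = growth of vehicle-only cultures of the same strain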
#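 Compounds are added to genetically altered yeast, and growth is compared with cultures given vehicle alone to give percent inhibition.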
# * = called active by the depositor; x = no result given. Rule as the data show it: active = growth inhibition above about 70%; inactive = the rest. Random draw from the library; about 14% have a hit in one of these screens.
SMILES,bub3,yeast rad50,mlh1 rad18,cln2 rad14,mec2-1,yeast sgs1 mgt1
Cc1cccc(NC(=O)COc2ccc(Cl)cc2)c1C,13.1,12.4,-4.7,-15.2,8.6,5.1
CC(=O)Nc1ccc(OC(C)=O)cc1[N+](=O)[O-],-8.2,-4.5,12.1,8.8,12.9,-7.7
CCN(CC)C(=O)Cn1c(-c2ccccc2)cc2ccccc21,20.2,-0.1,-29.4,9.8,14.9,68.3
O=C(O)c1cc(N=Nc2ccc(S(=O)(=O)O)c3ccccc23)ccc1O,-3.8,-5.0,4.3,10.8,-4.0,7.7
SCCSCCS,-11.0,7.0,-7.0,-15.9,31.0,-13.4
Nc1nnc(-c2ccc(-c3nnc(N)o3)cc2)o1,4.0,-33.6,-7.2,-31.1,-12.9,-8.6
CCC(C)OC(=O)CCCCCC1C=CCCC1 (centres undefined),1.2,-5.0,3.0,7.2,-17.9,2.2
CC(C)OC(=O)CC(=O)OC(C)C,2.2,14.3,5.3,11.4,7.1,7.2
CC(=O)OC1CCC2=C3CCC4(C)C(=O)CCC4C3C(O)C2(C)C1 (centres undefined),-14.3,0.1,-9.5,-5.2,-2.0,-5.3
Clc1ccc(C2=CSC3=NCCN23)cc1,16.4,3.5,1.2,-97.3,-1.4,-9.6
CCCCCCCCCCCCCCCCOc1ccc(OCCCCCCCCCCCCCCC)cc1,5.3,42.2,-1.1,-24.7,-8.2,31.6
CCN(CC)CCC(=O)N1C/C(=C/c2ccccc2)C(=O)/C(=C\c2ccccc2)C1,13.2,47.4,2.7,30.6,37.9,12.8
CN(C)CCCOc1ccc(/C=C2/CCC/C(=C/c3ccc(OCCCN(C)C)cc3)C2=O)cc1,18.7,22.6,3.4,26.1,14.8,19.8
O=C1NC(=O)c2c(O)cccc21,13.4,38.5,27.9,18.2,23.6,21.1
Cc1ccccc1N=Nc1c(O)n(-c2ccccc2)c(=S)n(-c2ccccc2)c1=O,2.2,43.5,14.4,-18.9,0.9,28.6
CC(C)(C)OC(=O)NCCCCC(NC(=O)OCC1c2ccccc2-c2ccccc21)C(=O)N1CCCC1C(=O)NCC(N)=O (centres undefined),93.1*,86.8*,93.3*,82.8*,94.4*,90.3*
CCN(CC)c1cc(C(C)(C)C)cc(C(C)(C)C)c1,x,0.5,-11.1,x,-21.5,x
CC(C)COCC1COC2(OCC(C)(C)C2OC(=O)Nc2ccccc2)O1 (centres undefined),6.0,5.5,17.6,-5.6,-0.6,-12.4
CC(=O)Oc1cc2c3ccccc3ccc2c2ccccc12,8.8,13.0,0.1,-2.9,-9.5,10.1
CN1c2cc3ccccc3cc2N(C)c2cc3ccccc3cc21,-0.5,-6.2,-13.4,-78.5,0.9,2.7
O=C(Nc1ccccc1)/C(Cl)=C/O,2.5,19.4,-10.6,-63.6,17.9,-9.8
COc1cc([N+](=O)[O-])c2ncccc2c1Br,-3.7,32.9,29.3,81.8*,9.1,25.1
CC(C)(C)C(=O)C(C(=O)c1ccccc1)C(=O)C(C)(C)C,9.8,-4.7,-30.2,6.8,-16.4,19.9
CN(C)c1ccc(-c2[nH]c(=O)c3ccccc3[n+]2C)cc1,18.7,6.8,14.9,-2.6,-16.6,18.8
CC1CCCN2C(=O)CN(CCc3ccccc3)CC(=O)N12 (centres undefined),9.8,12.0,2.4,12.9,0.9,-16.9

# 16 successive compounds out of the list so far:
SMILES,bub3,yeast rad50,mlh1 rad18,cln2 rad14,mec2-1,yeast sgs1 mgt1
Cc1cccc(NC(=O)COc2ccc(Cl)cc2)c1C,13.1,12.4,-4.7,-15.2,8.6,5.1
CC(=O)Nc1ccc(OC(C)=O)cc1[N+](=O)[O-],-8.2,-4.5,12.1,8.8,12.9,-7.7
CCN(CC)C(=O)Cn1c(-c2ccccc2)cc2ccccc21,20.2,-0.1,-29.4,9.8,14.9,68.3
O=C(O)c1cc(N=Nc2ccc(S(=O)(=O)O)c3ccccc23)ccc1O,-3.8,-5.0,4.3,10.8,-4.0,7.7
SCCSCCS,-11.0,7.0,-7.0,-15.9,31.0,-13.4
Nc1nnc(-c2ccc(-c3nnc(N)o3)cc2)o1,4.0,-33.6,-7.2,-31.1,-12.9,-8.6
CCC(C)OC(=O)CCCCCC1C=CCCC1 (centres undefined),1.2,-5.0,3.0,7.2,-17.9,2.2
CC(C)OC(=O)CC(=O)OC(C)C,2.2,14.3,5.3,11.4,7.1,7.2
CC(=O)OC1CCC2=C3CCC4(C)C(=O)CCC4C3C(O)C2(C)C1 (centres undefined),-14.3,0.1,-9.5,-5.2,-2.0,-5.3
Clc1ccc(C2=CSC3=NCCN23)cc1,16.4,3.5,1.2,-97.3,-1.4,-9.6
CCCCCCCCCCCCCCCCOc1ccc(OCCCCCCCCCCCCCCC)cc1,5.3,42.2,-1.1,-24.7,-8.2,31.6
CCN(CC)CCC(=O)N1C/C(=C/c2ccccc2)C(=O)/C(=C\c2ccccc2)C1,13.2,47.4,2.7,30.6,37.9,12.8
CN(C)CCCOc1ccc(/C=C2/CCC/C(=C/c3ccc(OCCCN(C)C)cc3)C2=O)cc1,18.7,22.6,3.4,26.1,14.8,19.8
O=C1NC(=O)c2c(O)cccc21,13.4,38.5,27.9,18.2,23.6,21.1
Cc1ccccc1N=Nc1c(O)n(-c2ccccc2)c(=S)n(-c2ccccc2)c1=O,2.2,43.5,14.4,-18.9,0.9,28.6
CC(C)(C)OC(=O)NCCCCC(NC(=O)OCC1c2ccccc2-c2ccccc21)C(=O)N1CCCC1C(=O)NCC(N)=O (centres undefined),93.1*,86.8*,93.3*,82.8*,94.4*,90.3*

# Record cards, from the list above.
# Record of O=C(O)c1cc(N=Nc2ccc(S(=O)(=O)O)c3ccccc23)ccc1O = bub3: -3.8; yeast rad50: -5.0; mlh1 rad18: 4.3; cln2 rad14: 10.8; mec2-1: -4.0; yeast sgs1 mgt1: 7.7
# Record of CN(C)CCCOc1ccc(/C=C2/CCC/C(=C/c3ccc(OCCCN(C)C)cc3)C2=O)cc1 = bub3: 18.7; yeast rad50: 22.6; mlh1 rad18: 3.4; cln2 rad14: 26.1; mec2-1: 14.8; yeast sgs1 mgt1: 19.8

# New compounds follow:
SMILES,bub3,yeast rad50,mlh1 rad18,cln2 rad14,mec2-1,yeast sgs1 mgt1
[Cu+2].[Cu+2].c1ccc2c(c1)-c1nc-2nc2[n-]c(nc3nc(nc4[n-]c(n1)c1ccccc41)-c1ccccc1-3)c1cc3c4nc5nc(nc6[n-]c(nc7nc(nc([n-]4)c3cc21)-c1ccccc1-7)c1ccccc61)-c1ccccc1-5,-11.1,-1.8,11.3,-40.3,-9.4,11.1
O=[N+]([O-])c1cccc(Br)c1,3.5,25.9,5.8,-52.6,22.8,-10.7
COc1ccc(/C=C(/C#N)C(N)=O)c(OC)c1,-31.8,1.9,2.5,-34.9,-15.8,-34.1
NCCNC(c1ccccc1)C(O)c1ccccc1 (centres undefined),-41.2,-8.7,-4.2,-33.9,-0.7,-1.2
COC(=O)C(NC(=O)C(CO)N1C(=O)c2ccccc2C1=O)c1ccccc1 (centres undefined),-2.3,25.3,0.1,19.2,11.3,11.9
O=C1CSC(c2ccc(Cl)cc2)N1c1ccc(-n2c(-c3ccccc3)nc3ccccc3c2=O)cc1 (centres undefined),-0.7,-3.6,14.8,-43.4,-12.2,5.3
COc1cccc(C(N)C(=O)O)c1 (centres undefined),-12.4,-22.9,-17.4,-26.2,-16.2,-5.2
CCN(CC)c1ccc2cc(-c3nc4ccccc4n3C)c(=O)oc2c1,1.4,14.8,14.1,6.5,-6.0,2.2
NC(=O)CNC(=O)[C@@H]1C[C@@H](OCCC(=O)O)CN1C(=O)OCc1ccccc1,14.5,-32.2,5.0,4.1,-8.8,-24.5
O=C1CCCc2[nH]ccc21,14.8,-14.7,-4.5,64.6,-1.2,-9.2
CC(C)C(C)(O)c1ccccc1 (centres undefined),0.3,-3.1,0.9,-10.9,-28.8,5.3
COc1ccc(CC(N)C(=O)OC(C)C)cc1 (centres undefined),11.0,-16.3,1.4,-36.0,-12.3,-5.0
Cc1ccc(C(=O)/C=C(\C(=O)c2ccccc2)c2ccccc2)cc1C,11.3,12.5,9.7,11.7,14.8,1.9
CC(=O)OCC1OC(n2c(-c3ccc(Cl)cc3)cc(-c3ccccc3)c(C#N)c2=S)C(OC(C)=O)C(OC(C)=O)C1OC(C)=O (centres undefined),17.8,20.6,14.2,2.8,-9.2,6.5
Cc1cccc(Nc2sc(C(=O)c3cc4cc(Cl)ccc4o3)c(N)c2C#N)c1,-30.6,-10.7,-24.6,2.8,-27.1,-2.1
N#CC(C(=O)C(=O)Nc1cccc(C(F)(F)F)c1)c1ccc(Cl)cc1Cl (centres undefined),5.2,34.0,21.1,0.3,11.3,16.6
COC(=O)CCCCCCCCCCC1C=CCC1 (centres undefined),-3.5,-3.5,0.5,9.8,-23.0,11.4
O=C(O)c1ccc(C2=Nc3cccc4cccc(c34)N2)cc1,12.0,-17.9,-20.3,11.6,-1.0,-4.8
CCOc1ccccc1C(=O)Nc1cc(Cl)ccc1Cl,-15.1,6.8,2.9,-4.8,-18.1,-7.5
